# Source: PubChem BioAssay (Johns Hopkins Ion Channel Center)
# MrgX1 allo act: human MrgX1 positive allosteric modulation, primary screen; MrgX1-HEK293, Fluo-4 calcium flux, FDSS; stronger effect = higher value; B-score at 10 µM; 0.63% of 310,000 active; AID 588675;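 active means plate-corrected calcium response at least 3 library SD above typical, normal starting fluorescence, not activating the receptor alone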;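 further: compound read alongside a low EC10 to EC30 dose of BAM8-22 agonist; peak minus trough fluorescence over baseline measured at the second addition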
# Target sequence (Q96LB2 whole entry, looked up): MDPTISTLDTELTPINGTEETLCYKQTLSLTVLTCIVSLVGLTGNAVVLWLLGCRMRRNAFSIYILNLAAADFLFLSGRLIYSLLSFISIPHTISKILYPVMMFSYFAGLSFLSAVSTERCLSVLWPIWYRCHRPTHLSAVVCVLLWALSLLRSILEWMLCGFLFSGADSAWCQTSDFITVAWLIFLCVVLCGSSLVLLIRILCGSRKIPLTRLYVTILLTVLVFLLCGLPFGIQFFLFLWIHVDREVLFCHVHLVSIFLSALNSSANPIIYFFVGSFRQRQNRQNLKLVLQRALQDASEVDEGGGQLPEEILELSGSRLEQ
# RGS4 pot: potentiators or activators of RGS4; HEK293 M3R/inducible RGS4, carbachol calcium flux Fluo4; stronger effect = lower value; B-score at 10 µM; 0.92% of 310,000 active; AID 463111;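 active means B-score of the integrated calcium signal more than 4 SD below the library mean, with starting fluorescence not abnormally high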;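 further: negative B-score means reduced calcium response which marks RGS4 activation or potentiation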
#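 Material: M3R-expressing HEK293 line, RGS4 induced by doxycycline | Schedule: Overnight RGS4 induction, 30 min dye load 37 °C, 20 min compound RT | Measured by: Fluo4 fluorescence kinetic imaging of calcium | Read-out: Integrated calcium ratio converted to B score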
# TMEM16A act: activators or potentiators of mouse TMEM16A chloride channel; Q8BHY3; B-score at 10 µM; HEK293 TMEM16A/YFP-H148Q/I152L, iodide quench fluorescence; stronger effect = lower value; 0.3% of 340,000 active; AID 623877;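 active means fluorescence-ratio B-score plate-corrected deviation score at least 3 library SD below zero, with starting fluorescence score within 5 deviations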;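 further: channel opened by trigger with iodide after compound preincubation; score built on the fluorescence ratio of max minus min over baseline; more negative score means more quench and so TMEM16A activation or potentiation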
# KCNK9 inh: human KCNK9 channel inhibition; 1.2% of 310,000 active; HEK293 KCNK9, FluxOR thallium flux fluorescence; stronger effect = lower value; AID 488922; B-score at 10 µM; Q9NPC2;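 active means ratio B-score over 3 SD below the library mean, with starting fluorescence within 5 SD of its mean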;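 further: negative B-score means less thallium flux so channel inhibition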
# Target sequence (Q9NPC2 whole entry, looked up): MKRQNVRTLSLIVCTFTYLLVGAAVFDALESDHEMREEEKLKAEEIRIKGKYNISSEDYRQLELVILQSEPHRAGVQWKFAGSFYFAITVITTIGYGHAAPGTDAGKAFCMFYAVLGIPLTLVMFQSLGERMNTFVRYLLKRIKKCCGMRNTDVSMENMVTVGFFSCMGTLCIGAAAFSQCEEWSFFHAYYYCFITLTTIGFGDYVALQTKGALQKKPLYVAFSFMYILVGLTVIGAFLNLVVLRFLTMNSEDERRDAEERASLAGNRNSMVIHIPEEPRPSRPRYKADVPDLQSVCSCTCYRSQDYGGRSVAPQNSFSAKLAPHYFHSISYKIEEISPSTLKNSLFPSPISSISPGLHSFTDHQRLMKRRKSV
# RGS4 inh: human RGS4 inhibition | P49798 | HEK293 M3R/RGS4 inducible, Fluo-4 calcium flux; stronger effect = higher value; triggered by carbachol at its EC20 | B-score at 10 µM | 0.45% of 310,000 active;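 active means B-score, a plate-corrected calcium signal, over three deviations above library mean, with baseline fluorescence within five deviations of library mean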;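 further: RGS4 expression induced by doxycycline in cells with stable M3 receptor; B-score is computed from the integrated fluorescence ratio over baseline after carbachol; higher B-score means a larger calcium signal and so more RGS4 inhibition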
# KCNQ1 inh: blocks the human KCNQ1 potassium channel. P51787. CHO-K1 KCNQ1, FluxOR thallium flux fluorescence; stronger effect = higher value. B-score at 10 µM. 1.3% of 310,000 active;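 active means compounds whose thallium flux B-score, printed positive for inhibition, exceeds three library SD while starting fluorescence stays within three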;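 further: channel opened by potassium depolarization with thallium stimulus after 20 min compound exposure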
# MrgX1 agonist: activates human MrgX1 receptor signaling. B-score at 10 µM. MrgX1-HEK293 cells, Fluo-4 calcium fluorescence, agonist mode; stronger effect = higher value. 0.44% of 310,000 active. AID 588627. Q96LB2;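 active means calcium response B-score plate-corrected fluorescence ratio at least 3 library SD, with starting fluorescence B-score inside 5 SD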
#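 System: HEK293 cells stably expressing human MrgX1 receptor; Dosing: test compound in the initial addition of three; Schedule: overnight plating, then 30 min 37 °C plus 30 min room-temperature dye loading; Detection: kinetic calcium dye fluorescence, Fluo-4 NW; Controls: per-plate positive and negative controls for Z′ factor.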
# KCNQ1 act: potentiates or activates the human KCNQ1 potassium channel. P51787. CHO-K1 KCNQ1, thallium flux FluxOR fluorescence; stronger effect = higher value. B-score at 10 µM. 0.35% of 310,000 active;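 active means fluorescence ratio B-score, a plate-corrected score, at least three library SD, with initial intensity B-score within 5 SD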
#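 assay system = CHO-K1 cells stably expressing KCNQ1 | medium = assay buffer, equal DMSO in all wells | timing = 37 °C overnight plating, 90-min dark dye load, 20-min compound pretreatment | measured by = kinetic FluxOR thallium fluorescence, 10-s 1-Hz baseline, 110-s post-stimulus read | measure = fluorescence change relative to baseline, converted to B score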
# KCNK3 block: human KCNK3 channel inhibition, primary screen; B-score at 10 µM; CHO-KCNK3 thallium flux, FluxOR fluorescence; stronger effect = lower value; O14649; 0.84% of 340,000 active;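 active means B-score under library mean minus 4 SD, starting fluorescence ratio at most library mean plus 5 SD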;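 further: more negative B-score means stronger inhibition of thallium flux through KCNK3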
# Target sequence (O14649 whole entry, looked up): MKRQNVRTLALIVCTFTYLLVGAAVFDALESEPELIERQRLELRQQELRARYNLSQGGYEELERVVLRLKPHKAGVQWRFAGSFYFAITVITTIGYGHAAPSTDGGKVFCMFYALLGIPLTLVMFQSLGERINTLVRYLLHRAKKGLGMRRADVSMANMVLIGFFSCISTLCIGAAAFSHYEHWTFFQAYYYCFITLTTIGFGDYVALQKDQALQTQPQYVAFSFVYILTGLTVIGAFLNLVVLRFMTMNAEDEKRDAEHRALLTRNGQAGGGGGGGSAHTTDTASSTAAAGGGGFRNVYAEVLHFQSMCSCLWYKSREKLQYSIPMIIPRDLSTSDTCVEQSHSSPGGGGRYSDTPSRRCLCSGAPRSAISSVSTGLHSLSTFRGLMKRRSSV
# TMEM16A inh: blocks the mouse calcium-activated chloride channel TMEM16A; normalized B-score (activity score, 25-100; higher = stronger inhibition) at 10 µM; Q8BHY3; HEK293 TMEM16A/YFP iodide influx fluorescence, ionomycin; 1.2% of 310,000 active;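 active means ratio plate-corrected score three or more library SD toward inhibition, starting fluorescence score within five deviations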;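 further: score derived from kinetic fluorescence span divided by baseline fluorescence per well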
# hERG rescue: hERG (human) protection from proarrhythmic block. Q12809. CHO-hERG, FluxOR thallium flux, dofetilide IC70 present. activation (rescue from dofetilide block), less the hit threshold, % at 10 µM. 0.51% of 310,000 active. AID 1511;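 active means activation above the mean of controls blocked by dofetilide plus 5 SD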;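 further: thallium influx through hERG after potassium depolarization seen as dye fluorescence rise; in these data hits start at about 4.7%; inactives centre near -7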
# Starred values were filed as active, the others as inactive; i = inactive.
SMILES,MrgX1 allo act,RGS4 pot,TMEM16A act,KCNK9 inh,RGS4 inh,KCNQ1 inh,MrgX1 agonist,KCNQ1 act,KCNK3 block,TMEM16A inh,hERG rescue
COc1ccc(OC)c(-n2c(CNC3CCN(Cc4ccccc4)CC3)nc3ccccc3c2=O)c1,i,i,i,i,i,i,i,i,i,i,-13.3
Cc1cc2nc(CSc3ccccc3)cc(=O)n2[nH]1,i,i,i,i,i,i,i,i,i,i,-14.5
COc1nnc(-c2ccc(N3CCCCC3)c(NC(=O)C3CCCCC3)c2)c2ccccc12,i,i,i,-14.9*,i,12*,i,i,-11*,100*,-15.3
CC1=CC2=NC(=O)/C(=C\c3cc(C)n(-c4ccccc4F)c3C)C(=N)N2O1,i,i,i,i,i,i,i,i,i,i,-7.0
Cc1ccccc1CSc1nc(C(C)(C)C)cc(=O)[nH]1,i,i,i,i,i,i,i,i,i,i,-1.9
N/C(=N\NC(=O)Nc1ccccc1)c1ccccn1,i,i,i,i,i,i,i,i,i,i,-6.5
Cn1cnc2c(oc3ccccc32)c1=O,i,i,i,i,i,i,i,i,i,i,-12.4
CC12CCC(C/C1=N\N=C1\NC(=O)/C(=C\c3ccc(Cl)cc3)S1)C2(C)C (centres undefined),i,i,i,i,i,i,i,21*,i,i,7.0*
COc1cc2cc(C(=O)N/N=C/c3ccccc3Cl)[nH]c2cc1OC,i,i,i,i,i,i,i,i,i,i,-8.0
N=c1oc2ccc(Br)cc2cc1C(=O)NCc1ccccc1,i,i,i,i,i,i,i,i,i,i,-7.2
CCOc1ccccc1Nc1ncnc2c1cnn2-c1ccccc1,i,i,i,i,i,i,i,i,i,i,-12.3
O=C(NCc1ccccn1)C1CCCN(S(=O)(=O)c2cccc3nsnc23)C1 (centres undefined),i,i,i,i,i,i,i,i,i,i,-3.6
O=C(Nc1nncs1)C(Sc1ccccc1)c1ccccc1 (centres undefined),i,i,i,i,i,i,i,i,i,i,-6.0
CN(CC(=O)Nc1cccc(F)c1)C(=O)/C=C/c1ccc2ccccc2n1,i,i,i,i,i,i,i,i,i,i,-15.4
C/C(Cn1nc([N+](=O)[O-])cc1C)=N\NC(=O)COc1ccccc1[N+](=O)[O-],i,i,i,i,i,i,i,i,i,i,-9.6
NS(=O)(=O)c1ccc(S(=O)(=O)N2CCCC2)cc1,i,i,i,i,i,i,i,i,i,i,-1.3
CC1=C(C(=O)OC(C)(C)C)C(c2ccco2)C(C#N)=C(N)O1 (centres undefined),i,i,i,i,i,i,i,i,i,i,-2.9
COc1ccc(NC(=S)N2CCCC2)cc1,i,i,i,i,i,i,i,i,i,i,-0.3
O=C(NCC1CCCO1)c1c(O)c2cccc3c2n(c1=O)CCC3 (centres undefined),i,i,i,i,i,i,i,i,i,i,-8.5
O=C(/C=C/c1ccccc1)Oc1ccc(C(=S)N2CCOCC2)cc1,i,i,i,i,i,i,i,i,i,i,-13.6
O=C(NCc1nc2ccccc2[nH]1)C1=C[C@H](c2ccc(Br)cc2)C[C@H](OCc2ccc(CO)cc2)O1,i,i,i,i,i,i,i,i,i,i,-5.8
Cc1ccc(C)c(Oc2cc(NN3CCCCC3)c([N+](=O)[O-])cc2[N+](=O)[O-])c1,i,i,i,-10.6*,i,i,i,i,i,i,-7.7
CC(=O)N1CCC(C(=O)c2ccc(Cl)cc2)CC1,i,i,i,i,i,i,i,i,i,i,-10.3
COc1cnc(-c2ccccc2)nc1OC,i,i,i,i,i,i,i,i,i,i,-9.7
CCOc1ccccc1NC(=O)NC(=O)N(C)S(C)(=O)=O,i,i,i,i,i,i,i,i,i,i,-9.9
CN(C(=O)CSc1nncn1C)C1CCCN(Cc2ccccc2F)C1 (centres undefined),i,i,i,i,i,i,i,i,i,i,-9.9
Cc1ccc(CNC(=O)C2CCCN(S(=O)(=O)c3cnc[nH]3)C2)cc1 (centres undefined),i,i,i,i,i,i,i,i,i,i,-0.6
COc1ccc(C(=O)Nc2cccc(S(C)(=O)=O)c2)cc1OC,i,i,i,i,i,i,i,i,i,i,-4.8
O=C(N/N=C/C1CC2CCC1C2)c1c[nH]c2ccccc12 (centres undefined),i,i,i,i,i,i,i,i,i,i,-2.7
Cc1ccc(-c2c(C)n([O-])c3c([n+]2=O)CCCC3)cc1,i,i,i,i,i,i,i,i,i,i,-4.9
Cc1ccc(-c2sc(C)nc2CC(=O)O)cc1,i,i,i,i,i,i,i,i,i,i,-10.9
Cc1cc(Sc2nc(N)ncc2[N+](=O)[O-])ncn1,i,i,i,i,i,i,i,i,i,i,-15.5
CSC(=CC(=O)c1ccccc1)SC,i,i,i,i,i,i,i,i,i,i,-11.0
COc1ccc(C(=O)C(CN2CCOCC2)c2ccccc2)cc1 (centres undefined),i,i,i,i,i,i,i,i,i,i,-2.6
CN1CCN(c2ccc(Cl)cc2NC(=O)c2ccc(=O)n(C)n2)CC1,i,i,i,i,i,i,i,i,i,i,-8.2
c1ccc(SCc2nc(-c3ccccn3)no2)cc1,i,i,i,i,i,i,i,i,i,i,-7.5
COC(=O)Cc1ccc(NC(=O)c2cccs2)cc1,i,i,i,i,i,i,i,i,i,i,-7.9
CCOC(=O)C1=C(C)N(C)C(=S)NC1c1cc(OC)ccc1OC (centres undefined),i,i,i,i,i,i,i,i,i,i,-5.4
O=C(O)CC1COc2ccccc2N1S(=O)(=O)c1ccc(Br)cc1 (centres undefined),i,i,i,i,i,i,i,i,i,i,-6.5
O=C(Nc1ccc(N2CCCCC2)cc1)c1ccc2ccccc2n1,i,i,i,i,i,i,i,i,i,i,-19.2
COc1ccc(CN2CCC(n3nccc3NC(=O)CCCc3ccccc3)CC2)cc1C,i,i,i,i,i,i,i,i,i,i,-13.3
COc1ccc2oc(C(=O)OCc3c(C)noc3C)c(C)c2c1,i,i,i,i,i,i,i,i,i,i,-9.6
CCCCCCC(=O)Nc1cc2c(C)cc(=O)oc2cc1C,i,i,i,i,i,i,i,i,i,i,-3.2
COC(=O)c1ccc(COC(=O)c2c(C)nn(Cc3ccccc3Cl)c2Cl)o1,i,i,i,i,i,i,i,i,i,25*,-12.7
COCCN(C(=S)Nc1ccccc1C)C(C)c1cccnc1 (centres undefined),i,i,i,i,i,i,i,i,i,i,-7.6
CCn1c(=O)n(CC)c2cc(N3CCCC3)c(NC(=O)c3ccc(F)cc3)cc21,i,i,i,i,i,i,i,i,i,i,-4.4
COc1ccc(N2CCN(C(=O)C3(S(=O)(=O)c4ccc(C)cc4)CC3)CC2)cc1,i,i,i,i,i,i,i,i,i,i,-3.4
COc1ccc(Cn2c(=O)[nH]c3cc(C(=O)N4CCN(c5ccccc5F)CC4)ccc3c2=O)cc1,i,i,i,i,i,i,i,i,i,i,-6.5
CCOc1cccc(=O)c2c(C)n(-c3ccc(C(=O)O)cc3)c(C)c12,i,i,i,i,i,i,i,i,i,i,4.8*
Cc1cc(S(=O)(=O)N2CCN(c3ccccn3)CC2)ccc1F,i,i,i,i,i,i,i,i,i,i,-4.6

# Next section
SMILES,MrgX1 allo act,RGS4 pot,TMEM16A act,KCNK9 inh,RGS4 inh,KCNQ1 inh,MrgX1 agonist,KCNQ1 act,KCNK3 block,TMEM16A inh,hERG rescue
CCOc1ccc(NC(=S)NC(=O)/C=C/c2ccc(C)cc2)c([N+](=O)[O-])c1,i,i,i,i,i,i,i,i,i,i,-3.6
COc1ccc(C(=O)Nc2nnc(Cc3cccs3)s2)cc1OC,i,i,i,i,i,i,i,i,i,i,-2.8
O=C(NCc1ccccc1)C1=C[C@@H](c2ccc(Br)cc2)C[C@@H](OCc2ccc(CO)cc2)O1,i,i,i,i,i,i,i,i,i,i,-17.6
O=C(CCS(=O)(=O)c1ccccc1)Nc1nc2c(s1)COc1ccccc1-2,i,i,i,i,i,6*,i,i,i,i,-21.7
Cc1c(NC(=S)NC(=O)C(C)(C)C)cccc1[N+](=O)[O-],i,i,i,i,i,i,i,i,i,i,-5.5
CC(=O)Nc1cccc(OCCCNS(=O)(=O)c2ccc(F)cc2)c1,i,i,i,i,i,i,i,i,i,i,-8.7
CC(Cc1c[nH]c2ccccc12)C(=O)NCc1ccco1 (centres undefined),i,i,i,i,i,i,i,i,i,i,-3.9
CCOC(=O)Nc1cc(NC(=O)OCC)c(C)nc1C,i,i,i,i,i,i,i,i,i,i,-8.3
CCO[C@H]1OC(C(=O)NCc2nc3ccccc3[nH]2)=C[C@@H](C2CCCCC2)[C@@H]1CCCO,i,i,i,i,i,i,i,i,i,i,-17.9
S=c1nc[nH]c2c1cnn2Cc1ccccc1,i,i,i,i,i,i,i,i,i,i,-8.9
Cc1cccc(C(=O)Oc2c(Br)cc(Br)cc2/C=N/NC(=O)c2ccncc2)c1,i,i,i,i,i,i,i,i,i,i,-2.9
Cc1ccc(F)c(NC(=O)C2CCCCC2C(=O)O)c1 (centres undefined),i,i,i,i,i,i,i,i,i,i,-3.7
CC(C)(C)OC(=O)N1CCC(c2c(C(=O)NCC3CCN(C4CCCC4)C3)cnn2-c2ccccc2)CC1 (centres undefined),i,i,i,i,i,i,i,i,i,i,-6.8
C/C(=N\N(C)C)C1=C(O)c2ccccc2C1=O,i,i,i,i,i,i,i,i,i,i,-1.8
COc1ccc(C2C3=C(CC(C)(C)CC3=O)Oc3ncn(Cc4ccccc4)c(=N)c32)cc1 (centres undefined),i,i,i,i,i,i,i,i,i,i,-9.8
CCn1nc(C)c(CN2CCC(Oc3ccc(C(=O)N4CCCC4)cc3)CC2)c1C,i,i,i,i,i,i,i,i,i,i,-6.3
O=c1c2ccccc2nc2n1C(CSCc1ccc(Cl)cc1)CS2 (centres undefined),i,i,i,i,i,i,i,i,i,i,-18.4
CCC(C)NC(=O)C1CCC(CNS(=O)(=O)c2ccc3c(c2)CC(C)N3C(=O)C2CC2)CC1 (centres undefined),i,i,i,i,i,i,i,i,i,i,-8.7
Cc1ccc(S(=O)(=O)N2CCC(=O)N(CCOC(=O)Nc3ccccc3C)CC2)cc1,i,i,i,i,i,i,i,i,i,i,-11.1
